Screening data deposited in PubChem by National Center for Advancing Translational Sciences (NCATS).
ALOX12 inh – ALOX12 (human) lipoxygenase inhibition | purified 12hLO, xylenol orange hydroperoxide absorbance | Potency, µM (series often up to 108 µM), for the others: top-dose activity change, negative = inhibition, usual class: inhibitors | hit rate 1.1% among 580,000; active means well fitted inhibition curve with a large enough effect; inconclusive means small, poorly fitted or top-dose-only effect, or another doubt; inactive means no such curve, though single readings can be large or run the other way
Target sequence (P18054 whole entry, looked up): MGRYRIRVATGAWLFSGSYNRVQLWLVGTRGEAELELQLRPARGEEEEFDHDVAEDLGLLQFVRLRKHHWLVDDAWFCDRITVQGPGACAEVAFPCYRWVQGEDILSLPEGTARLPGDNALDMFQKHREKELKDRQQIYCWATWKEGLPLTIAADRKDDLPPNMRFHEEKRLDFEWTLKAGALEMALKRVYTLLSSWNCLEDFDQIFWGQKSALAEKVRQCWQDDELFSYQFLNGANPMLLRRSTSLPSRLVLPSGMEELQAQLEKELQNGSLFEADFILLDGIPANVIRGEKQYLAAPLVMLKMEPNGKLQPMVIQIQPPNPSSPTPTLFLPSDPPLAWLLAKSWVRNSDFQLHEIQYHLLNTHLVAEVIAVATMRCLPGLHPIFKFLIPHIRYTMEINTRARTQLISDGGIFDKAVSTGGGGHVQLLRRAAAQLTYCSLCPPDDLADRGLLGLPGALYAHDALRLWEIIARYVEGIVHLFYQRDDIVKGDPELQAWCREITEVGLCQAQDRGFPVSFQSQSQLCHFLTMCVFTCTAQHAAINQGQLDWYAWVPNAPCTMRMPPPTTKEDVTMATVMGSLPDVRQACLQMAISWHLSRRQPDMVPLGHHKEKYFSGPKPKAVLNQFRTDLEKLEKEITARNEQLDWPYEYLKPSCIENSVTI
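Purified human 12hLO (150 nM final) in 25 mM Hepes, 0.01% Triton X-100, pH 7.0 was preincubated 15 min at room temperature with compound. Then 40 uM arachidonic acid was added, 30 min. Hydroperoxide was read by Fe-XO absorbance ratio 573/405 nm.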
* hit, by the source's call; ? = inconclusive; [ ] = dose if it differs, or a comment. On the % scale 0 is the no-effect control and ±100 the full control effect; potency means the concentration at half of the fitted maximal effect.

item	compound	ALOX12 inh
1	CC(=O)NC(Cc1c[nH]c2ccccc12)C(=O)N1CCN(S(=O)(=O)c2ccc(F)cc2)CC1 (stereo not given)	15%
2	COc1ccc(C(C)(O)c2nc(-c3cccc(C(=O)O)c3)cs2)cc1 (stereo not given)	-15%
3	CC(C)C(=O)Nc1c(-c2cccc3ccccc23)c(=O)c2ccccc2n1C	0%
4	CN1CC(=O)N(C2CCCNC2)Cc2c(NCc3ccc4c(c3)OCO4)ncnc21 (stereo not given)	4.5µM*
5	Cc1cccc([C@H]2C[C@@H](O)[C@@H](O)[C@@H]2NS(=O)(=O)c2ccccc2)c1	56%[176 µM]
6	CN(C(=O)CSc1nnnn1-c1ccccc1)c1ccccc1C(=O)NCc1ccco1	13%
7	O=C(N[C@@H]1CN(C(=O)NC2CCCCC2)CCC[C@H]1O)c1ccc(OCc2ccccc2)cc1	-12%
8	Cc1ccc(CCN2CCC3(Cc4ccccc4CN([S+](C)(=O)[O-])C3)C2)cc1 (stereo not given)	7.1µM*
9	Cc1cc(C(=O)NCCc2noc(-c3ccccc3)n2)nn1C	?
10	O=C(Cn1ccn2nc(-c3ccc(F)cc3)c(CO)c2c1=O)NCc1ccccc1Br	1%
11	O=C(CSc1ncnc2ccccc12)Nc1ccccc1OC(F)F	12%
12	CC(=O)Nc1ccc(CN(C)c2c(C)nc3ccc(C(=O)N4CCN(c5ccccc5)CC4)cn23)cc1	-12%

Going on with the list.
item	compound	ALOX12 inh
13	O=C(NCC1CCOCC1)C1c2ccccc2C(=O)N(Cc2ccccc2)C12CCCC2 (stereo not given)	28%
14	N#Cc1ccc(CN2CCC3(COc4ncccc4[S+](=O)([O-])N3)C2)cc1 (stereo not given)	0%[6.33 µM]
15	CC(C)C(=O)NC(=S)Nc1ccc(Cl)cc1	?
16	CC(=O)N1CCC(NC(=O)Cn2c(C)cc3ccccc32)CC1	8%
17	COc1ccccc1NC(=O)N1C[C@@H](F)C[C@H]1C(=O)N1CCc2ccccc2C1	14%
18	CC(C)CN1CCC(O)(c2csc(CN3CCN(c4ccccn4)CC3)n2)CC1	-7%[176 µM]
19	Cc1cnc(NC(=O)c2csc(NC3CCCC3)n2)s1	-21%
20	COc1ccc([C@H]2N[C@]3(CCCN(Cc4ccc(Cl)cc4)C3=O)[C@H]3C(=O)N(Cc4ccccc4)C(=O)[C@@H]23)cc1	?
21	Cc1nc2ccc(NC(=O)CC3C=CCC3)cc2s1 (stereo not given)	?
22	CC1=CC(C)(C)NC(=S)N1c1cc(C)ccc1C	?
23	CN1C(=O)c2cccn2CC1C(=O)N1CCc2ccccc21 (stereo not given)	18%
24	Cc1cccc(-c2ccccc2C(=O)N2CCCC(CO)(Cc3ccccc3F)C2)c1 (stereo not given)	4%

Next section:
item	compound	ALOX12 inh
25	COc1ccc(-c2csc(N(CCCN(C)C)C(=O)c3ccc(OC)c(OC)c3)n2)cc1	-9%
26	O=C1NCCCCCCN(C(=O)Nc2ccccc2)[C@H]2C[C@H](c3nc(Cc4ccccc4)no3)C[C@@H]12	9%
27	CN(C)C[C@@H]1CN(Cc2ccccn2)C[C@H]1NC(=O)c1cccc(Cl)c1	59%[activator]
28	N#Cc1ccccc1-c1ccc(COC(=O)C2CCCO2)cc1 (stereo not given)	-69%
29	COc1ccc(C(=O)N2CC(c3nnc(C(C)C)o3)C3(CCOCC3)C2)cn1 (stereo not given)	65%[activator]
30	COc1cccc(Nc2ncc3c(n2)C(C)(C(=O)NCCc2ccccn2)CC3)c1 (stereo not given)	7%[176 µM]
31	COc1ccc(/C=C/C(=O)NCC(C)C)cc1	21%
32	COC(=O)c1sccc1NC(=O)CC(C)(C)CC(=O)O	-6%
33	COCC(=O)NC[C@H]1CCN(Cc2ccc(C#N)cc2)C[C@H]1N(C)C	50%[activator]
34	COc1ccccc1C(=O)NC1CCN(c2cn[nH]c(=O)c2)CC1	40%
35	COCCN(CCOC)C(=O)/C=C/c1ccsc1	-22%
36	N#Cc1ccc(NC(=O)Cn2c(=O)c3c(ncn3Cc3ccccc3)n(Cc3ccccc3)c2=O)cc1	?

Marked active in ALOX12 inh, of those listed so far:
item	compound	ALOX12 inh
4	CN1CC(=O)N(C2CCCNC2)Cc2c(NCc3ccc4c(c3)OCO4)ncnc21 (stereo not given)	4.5µM*
8	Cc1ccc(CCN2CCC3(Cc4ccccc4CN([S+](C)(=O)[O-])C3)C2)cc1 (stereo not given)	7.1µM*

Following part:
item	compound	ALOX12 inh
37	O=C(CCn1cc(Cl)cn1)N1CCOC(c2ccc(Cl)cc2)C1 (stereo not given)	-9%
38	COc1ccccc1CNC(=O)COC(=O)c1cccnc1Nc1cccc(C(F)(F)F)c1	-29%
39	Cc1noc(C)c1S(=O)(=O)N1CCCN(Cc2ccncc2)C(c2ccccc2)CC(=O)NCC1 (stereo not given)	49%[activator]
40	Cc1ccc(NC(=O)CCc2c[nH]c3ccccc23)cc1C	-16%
41	CC1(c2ccccc2)N(Cc2ccc(O)cc2)C(=O)OC12CCN(Cc1cccnc1)CC2 (stereo not given)	4%
42	CCOc1ccc(-c2cc(C(=O)NCCc3ccccn3)[nH]n2)cc1	29%
43	CNC(=O)C[C@@H]1C(=O)N(c2ccc(OC)cc2)CC1(C)C	0%
44	O=C(c1ccsc1)N1CCC(O)(c2ccccc2)[C@H](N2CCCC2)C1 (stereo not given in full)	136%[activator]
45	C=CC(O)CCCCC (stereo not given)	13%[176 µM]
46	O=c1oc2ccc(Cl)cc2cc1-c1csc(Nc2ccc(F)cc2F)n1	-4%
47	COCCNC(=O)C1COC2(CCN(C(=O)c3cccc(OC)c3)CC2)N1C(=O)c1ccccc1 (stereo not given)	84%[activator]
48	O=C(C1CCCCC1)N1C[C@H](O)[C@@H](n2cc(-c3ccc(F)cc3)nn2)C[C@@H]1c1ccccc1	7%

Copied from the list.
ALOX12 inh, cpd 47 reads 84%[activator]
ALOX12 inh, cpd 48 reads 7%

Going on with the list.
item	compound	ALOX12 inh
49	Cc1cc(=O)n(CC(=O)N2CCCC2)c(-c2ccccc2)n1	53%[activator]
50	CCOC(=O)C(C)Oc1ccc2c(=O)c(Oc3ccc(C(=O)OC)cc3)c(C)oc2c1 (stereo not given)	?
51	COc1cc(C(=O)Nc2ccc3sc(NC(C)=O)nc3c2)cc(OC)c1OC	40%[activator]
52	CCC1CN(CCNC(=O)Cc2c(F)cc(F)cc2F)Cc2cc(OC)ccc2O1 (stereo not given)	36%
53	COc1cc(CNC(=O)c2cc(-c3cc(C)cc(F)c3)n[nH]2)cc(OC)c1	-18%
54	COc1cccc(C(=O)N2CC(c3nnc(C(C)C)o3)C3(CCOCC3)C2)c1OC (stereo not given)	34%[activator]
55	O=C1CN(C(=O)COC(=O)CC23CC4CC(CC(C4)C2)C3)c2ccccc2N1	-22%
56	O=C(c1ccc(Cl)s1)N1CCC(c2nc(-c3ccccc3)no2)C1 (stereo not given)	5%
57	CCc1ccc(C(=O)N2CCC[C@H]2c2nc(-c3ccc(OC)c(OC)c3)no2)cc1	21%
58	CCOC(=O)c1cc2cc(C(=O)NC(C)CC)ccc2[nH]1 (stereo not given)	-16%
59	CC1CC(=O)Nc2ccccc2N1C(=O)Cn1cnc2c(Cl)cc(Cl)cc2c1=O (stereo not given)	-27%
60	O=C1NC[C@@H](CCCCN2C[C@H](Cc3ccccc3)N(CCC3CCCCC3)C(=O)C2=O)N(Cc2ccccc2)C1=O	?

(list continues)
item	compound	ALOX12 inh
61	CCOCCn1nc(C)cc1C(=O)N1C[C@@H](CN2CCCCC2)[C@@H](CO)C1	30%[activator]
62	O=Cc1c(-c2ccc(Cl)cc2)[nH]c2ccccc12	?
63	CC(=O)c1c(C)[nH]c(C(=O)OC(C)C(=O)NC2CCCCC2)c1C (stereo not given)	-11%
64	Cn1ccc2c(C(=O)NCc3cccnc3)nc(-c3cccc(N4CCOCC4)c3)cc21	30%[176 µM]
65	Cc1cc(C)c2nc(SCC(=O)NC(=O)NC(C)(C)C)cc(C)c2c1	0%
66	CC(c1nc2ccccc2s1)N(C)C(=O)c1ccc(S(=O)(=O)Nc2ccccc2)cc1 (stereo not given)	-18%
67	COc1ccc(-c2cc(N3CCCC(NC(=O)C4CCCC4)C3)n[nH]2)cc1 (stereo not given)	37%[activator]
68	CC(C)(C)NC(=O)N1CCCC1c1nc(CCOc2ccc(F)cc2)no1 (stereo not given)	18%
69	COCCOC1CCN(C(=O)CCc2cccc(OC)c2)CC1	-3%
70	CC(C)CCNC(=O)C1CC(=O)N(c2n[nH]c3cc(Br)ccc23)C1 (stereo not given)	39%[activator]
71	COCCNC(=O)[C@@H]1C[C@@H](O)CN1C1CCN(C(=O)c2cccc(C)c2)CC1	16%
72	O=C(NCCCc1ccccc1)c1cc(-c2cccc3ccccc23)nc2ccccc12	-31%

(continued)
item	compound	ALOX12 inh
73	CCc1cccc(NC(=O)c2ncoc2-c2cccc(Cl)c2)c1	-33%
74	O=C1CSc2ccc(C(=O)OCc3cc(-c4ccc(Cl)cc4)no3)cc2N1	-7%
75	COc1ccc(C(=O)Nc2oc3ccc(Cl)cc3c(=O)c2-c2ccccc2)cc1OC	?
76	O=C(Nc1cccc(Br)c1)C1CCN(c2cc(C(F)(F)F)ncn2)CC1	0%
77	O=C(NCc1cccn1Cc1ccc(F)cc1)NC12CC3CC(CC(C3)C1)C2	?
78	O=C(c1cc2ccccc2oc1=O)N(Cc1ccccc1Cl)C1CCS(=O)(=O)C1 (stereo not given)	-1%
79	Cn1nc(C2CCN(C(=O)c3nccc4ccccc34)CC2)c2c1CCOC2	29%
80	C/C=C(\C)CN1C[C@@H](NC(=O)Cn2ccnc2C)C[C@H]1C(=O)NCC	49%
81	CN1OC[C@@H]2CN(Cc3ccccc3)[C@H](c3ccc(N4CCCCC4)cc3)C[C@@H]21	?
82	Cc1ccc(-n2nc(C)c([C@H]3C=C[C@@H](O)C3)c2C)cc1Cl	?
83	COCc1ccc2c(c1)c(OC(C)(C)C(=O)NCCc1ccccn1)nn2CCC(C)C	21%[176 µM]
84	CCCC(C)N(C)Cc1nnc(-c2ccc(Br)s2)o1 (stereo not given)	17%

Going on with the list.
item	compound	ALOX12 inh
85	COc1cc(-c2cc3nc(NCCOc4ccccc4)ccn3n2)cc(OC)c1OC	21%
86	COc1cccc(NC(=O)Cn2c(N3CCC(C)CC3)nc(C)cc2=O)c1	36%
87	COc1ccc(-c2noc(C(=O)N3CCC3)c2[C@H](C)O)cc1	45%[176 µM]
88	Cc1oc(-c2ccc(F)cc2F)nc1CN1CCN(C(=O)c2ccco2)CC1	-8%
89	C[C@H]1[C@@H]2[C@H]3OC(=O)[C@@H](C)[C@@H]3CC[C@@]2(C)CC[C@@H]1NS(C)(=O)=O	10%[176 µM]
90	Cc1ccc2c(CSc3nnnn3-c3ccc(Cl)cc3)cc(=O)oc2c1	-52%
91	CCCCc1cc(C[C@@H]2C[C@H](NC(C)=O)C2(C)C)no1	17%[176 µM]
92	O=C(CCC1CCCN(S(=O)(=O)c2ccccc2)C1)NCC1CCCCC1 (stereo not given)	17%
93	CCCCn1c(=O)[nH]c(=O)c2c1nc(CCC(=O)NCc1cccc(OC)c1)n2CC(C)C	-12%
94	CC(CCc1ccco1)NC(=O)CN1CCCc2nc(-c3ccccc3)ncc2C1=O (stereo not given)	2%
95	CCN(CC)CCCNC(=O)c1cc2cc(Cl)ccc2nc1N	-2%
96	O=C(c1cc2cc(Br)ccc2oc1=O)N1CCN(S(=O)(=O)c2ccccc2)CC1	7%

Continued.
item	compound	ALOX12 inh
97	COc1ccc(CC(=O)N2CC(CO)C3(CCNCC3)C2)cc1OC (stereo not given)	-19%
98	O=C(c1ccsc1)N1CCCC(n2cc(-c3nc(C4CC4)no3)nn2)C1 (stereo not given)	?
99	O=C1/C(=C/c2cccc(Cl)c2Cl)C(c2ccccc2)Oc2ccccc21 (stereo not given)	2%
100	O=C(c1ccc2c(c1)OCO2)N1CCC(N2CCOCC2=O)CC1	9%[6.33 µM]
101	Cc1cc(Br)cn2c(Cc3ccccc3C(F)(F)F)c(-c3ccc(C#N)cc3)nc12	-25%
102	COCC#Cc1cnc2c(c1)C(=O)N([C@@H](C)CO)C[C@H](C)[C@H](CN(C)C(=O)c1ccc3c(c1)OCO3)O2	-72%
103	Cc1ccc(-c2nc(CSc3nc4ncccc4[nH]3)c(C)o2)cc1	7%
104	CS(=O)(=O)c1ccc2nc(NC(=O)/C=C/c3cccs3)sc2c1	?
105	O=Cc1ccc(Oc2ncnc3ccccc23)cc1	11%[12.5 µM]
106	Cc1cccc(C(=O)N2CC[C@H]3C(=O)NCCCCCCN(Cc4ccncc4)[C@@H]3C2)c1	112%[activator]
107	CNC(=O)c1cccc(-c2cnc(NC(=O)Cc3ccccc3)c3c2CCO3)c1	10%[176 µM]
108	Cc1occc1-c1nnc(SCC(=O)N(Cc2ccccc2)c2ccccc2)o1	5%

(more compounds)
item	compound	ALOX12 inh
109	Cc1noc(C)c1-c1ccc(C(=O)NC2CCCCC2)c2occc12	?
110	COCC(=O)N[C@@H]1CN(C(=O)CCCc2ccccc2)CC[C@@H]1c1nc(C)no1	59%[activator]
111	O=C(NCCc1nc2ccccc2[nH]1)c1ccc(N2CCCN(Cc3ccccc3)C2=O)cc1	3%
112	COc1ccc(Cc2nnc(C(=O)NCCN3CCN(c4cccc(Cl)c4)CC3)o2)cc1OC	22%
113	Cc1oc2cc(OCC(=O)O)ccc2c(=O)c1-c1ccc(Br)cc1	-4%
114	CC1(C(=O)Nc2cnc3ccccc3c2)CCN1Cc1cc2ccccc2o1 (stereo not given)	-4%
115	N#Cc1cccc(C(=O)N2CCCCCCNC(=O)[C@@H]3C[C@@H](c4nc(-c5cnccn5)no4)C[C@@H]32)c1	30%
116	COc1cc2c(c(OC)c1OC)C(c1cc3c(cc1Cl)OCO3)CC(=O)N2 (stereo not given)	30%
117	CC1=C[C@@H](CNC(=O)Nc2ccc(F)cc2)[C@H](C(C)C)C[C@H]1Cc1nc2c(C)cccc2[nH]1	15%
118	O=C(Nc1ccc(OC2CCCC2)cc1)c1ccccn1	-26%

These rows are one share of the data; count on the stated rates, not on these rows.
